# From PubChem BioAssay
# PGC1a acetyl inh: modulators of PGC1a acetylation; inhibition, % at 15.6 µM; U2OS PGC1a acetylation, AlphaScreen anti-acetyl-lysine; with virally co-expressed GCN5 acetyltransferase; AID 651687; 350,000 compounds, 0.17% hits;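 active = every replicate shows inhibition of at least 40%; inconclusive = mean inhibition at least 40% but some replicate below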;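 also: 0% = neutral control wells and 100% = positive control wells; some results beyond the cut were filed as inactive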
# FN deposition inh: fibronectin deposition inhibition; AH1F fibroblasts, Alexa488-fibronectin deposition fluorescence, overnight; inhibition, % at 12.6 µM; 350,000 compounds, 0.086% hits; AID 743247;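 active = mean inhibition across replicates of 30% or more, regardless of how many single replicates reach that level; inconclusive = mean under 30% yet at least half of replicates reach 30%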;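 also: positive control wells lacked labelled fibronectin entirely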
#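 material = AH1F fibroblast monolayer depositing Alexa488-labelled fibronectin into matrix | amount = 10000 AH1F cells/well | buffer or medium = DMEM plus 2% serum, read in PBS | incubation = 1 h cell adhesion before compound, then overnight fibronectin incubation | detection = fluorescence at 485 nm excitation, 525 nm emission | evaluation = percent inhibition as loss of matrix-bound fibronectin fluorescence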
# LGR2 inh: inhibitors of bursicon-induced Drosophila LGR2 receptor cAMP signaling; HEK293 LGR2, CRE-luciferase, bursicon-stimulated, 4 h; inhibition, % at 9.99 µM; 380,000 compounds, 0.35% hits; AID 720647;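 active = drop in luminescence signal, shown as inhibition above about 50% in the replicate tests, limit read from the data, passing the limit was not always enough; inconclusive = probably only some replicates passing the limit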;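 also: agonist challenge used bursicon conditioned medium at about half maximal strength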
# PAX8 reporter: PAX8 transcriptional activity inhibition; RMG-I TPO-luciferase reporter, SteadyGlo, 24 h; inhibition, % at 12.6 µM; 360,000 compounds, 1.2% hits;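 active = mean replicate inhibition at least 60% with every replicate also reaching 60%; inconclusive = only one of the two criteria is met; inactive = mean below 60% and not all replicates reaching 60%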;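 also: luciferase light reporting Pax8 driven TPO promoter activity; plate controls were median of neutral control wells for no effect and mitoxantrone controls for full effect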
# Cneo AK release: causes C. neoformans cell lysis. lysis activity, % at 15 µM. adenylate kinase release luminescence, 4 h; normalised: neutral wells 0, clomiphene wells 100. 360,000 compounds, 0.2% hits;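 active = mean lysis activity across replicates of at least 80%, whatever share of replicates individually reach that level; inactive = mean lysis activity below 80%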
#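 Test system: log-phase Cryptococcus neoformans yeast cells; Quantity: yeast cell density of 5 × 10^6 cells/mL; Buffer or medium: YPD; Doses: single compound concentration per well; Timing: 4 h at 37 °C static, read 1 h later; Measured by: AK luminescence; Read-out basis: lysis from increased AK signal; Control set: Clomiphene as positive control.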
# miR122 inh: miR-122 inhibition in Huh7 cells | 340,000 compounds, 0.3% hits | activation (reporter increase), % at 12.5 µM | Huh7 miR-122 Renilla luciferase sensor, 48 h; neutral wells = 0, positive control = 100;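 active = mean replicate activation score at least 90 and every replicate individually at or above 90; inconclusive = only one of the two criteria met; inactive = neither criterion met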;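 also: higher luciferase means less miR-122 activity so hits act as miR-122 inhibitors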
# EWS-Fli block: EWS/Fli transcriptional activity inhibition; 350,000 compounds, 0.67% hits; inhibition, % at 12.6 µM; A673 NR0B1-luciferase reporter, viability-normalised;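 active = mean inhibition of at least 50% after viability correction, with every replicate also passing that limit; inconclusive = mean reaches 50% but only one of two replicates passes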;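 also: firefly luciferase signal divided by Alamar Blue viability fluorescence both relative to DMSO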
# CASP6 VEID inh: caspase-6 (human) enzyme inhibition; P55212; purified caspase-6, Z-VEID-R110 cleavage fluorescence; inhibition, % at 12.5 µM; 350,000 compounds, 0.53% hits; AID 686996;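 active = mean inhibition across replicates at least about 35%, with every replicate also reaching that limit, limit read from the data; inconclusive = only one of the two criteria met; inactive = neither criterion met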;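 also: 0% = median of neutral control wells and 100% = no fluorescence left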
# Target sequence (P55212 24-179 limits assumed): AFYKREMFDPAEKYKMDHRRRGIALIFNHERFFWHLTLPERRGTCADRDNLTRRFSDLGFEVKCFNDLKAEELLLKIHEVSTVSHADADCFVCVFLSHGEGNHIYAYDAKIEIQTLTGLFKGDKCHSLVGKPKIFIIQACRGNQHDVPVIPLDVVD
# Target sequence (P55212 194-293 limits assumed): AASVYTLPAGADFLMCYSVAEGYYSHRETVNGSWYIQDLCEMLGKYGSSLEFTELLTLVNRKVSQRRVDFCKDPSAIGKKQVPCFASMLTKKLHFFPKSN
# The depositor's hits bear a star; ? = inconclusive; nt = not tested or not shown; [ ] = remark or other dose. This is a random part of the collection; overall some 2.5% were active at least once.
SMILES,PGC1a acetyl inh,FN deposition inh,LGR2 inh,PAX8 reporter,Cneo AK release,miR122 inh,EWS-Fli block,CASP6 VEID inh
COC(=O)[C@H](CCSC)NC(=O)Nc1cc(OC)cc(OC)c1,4,0,-17,2,nt,nt,-16,-1
CN1CCN(C(=O)C[C@@H]2CC[C@H]3[C@@H](COC[C@H](O)CN3C(=O)C3CC3)O2)CC1,-2,-8,7,0,12,-1[16.7 µM],0,0
COCc1cc(C)nc(SC)c1C#N,17,6,8,12,nt,-7,-18,-2
O=C(O)CSc1nnc(COc2cccc3ccccc23)n1Cc1ccccc1,2,3,10,2,nt,nt,0,3
NCCCCCC(=O)N/N=C/c1coc2ccccc2c1=O,nt,-9,2,-18,nt,nt,4,-11
C[C@H]1CN([C@@H](C)CO)S(=O)(=O)c2ccc(-c3ccncc3)cc2O[C@@H]1CN(C)S(=O)(=O)c1ccccc1F,-9,9,23,0,0,-16[16.7 µM],3,-2
CCC/C=N/NC(=O)c1cc(-c2ccccc2)nc2ccccc12,nt,-6,10,0,nt,7,nt,nt
Cc1c(Cc2ccccc2)c(=O)oc2c(C)c(OCC(=O)NCC3CCC(C(=O)O)CC3)ccc12 (configuration not stated),6,nt,-3,nt,0,-2,2,2
CN(c1ccccc1)S(=O)(=O)c1ccc(Cl)c(C(=O)Nc2ccncc2)c1,12,27,-16,-13,7,-8,29,0
CCNC(=O)Nc1ccc2c(c1)C(=O)N(C)[C@H]1CC[C@@H](CC(=O)NCCOC)O[C@H]1CO2,-3,7,-7,41,5,25[16.7 µM],-8,0
NCCNc1cc(N2CCCC2)ccc1[N+](=O)[O-],-1,-2,0,-58,1,-3,14,1
O=C(NCCCCc1ccccc1)C1CC(c2ccc(C(F)(F)F)cc2)=NO1 (configuration not stated),nt,-6,9,9,1,-6,-5,-1
Cc1ccc(C)c(N(C(=O)CCC(=O)Nc2cc(C)on2)C(C(=O)NC2CCCC2)c2ccco2)c1 (configuration not stated),-13,nt,-6,nt,-1,-1,nt,3
O=C(c1cccnc1)N1C[C@@H]2[C@H](c3ccccc31)[C@H](CO)N2CC1CCCCC1,-45,nt,12,4,1,-18[16.7 µM],-4,0
CCOC(=O)N1CCC(NS(=O)(=O)c2ccccc2)CC1,nt,8,-21,9,nt,nt,10,-1

# Continued; it opens with the 2 that closed the last part.
SMILES,PGC1a acetyl inh,FN deposition inh,LGR2 inh,PAX8 reporter,Cneo AK release,miR122 inh,EWS-Fli block,CASP6 VEID inh
O=C(c1cccnc1)N1C[C@@H]2[C@H](c3ccccc31)[C@H](CO)N2CC1CCCCC1,-45,nt,12,4,1,-18[16.7 µM],-4,0
CCOC(=O)N1CCC(NS(=O)(=O)c2ccccc2)CC1,nt,8,-21,9,nt,nt,10,-1
CCOc1ncccc1C(=O)Nc1ncc(C)s1,nt,0,-27,4,nt,nt,-12,0
OC[C@H]1[C@@H](c2ccc(C#Cc3ccccc3F)cc2)[C@H]2CN(CC3CCOCC3)CCCCN21,-9,9,0,12,4,5[16.7 µM],6,-9
Cc1cc(/C=C2\SC(=S)N(Cc3ccco3)C2=O)c(C)n1-c1cccnc1,7,2,nt,nt,-1,-9,nt,nt
C[C@@H]1CCCCO[C@@H](CN(C)S(=O)(=O)c2ccc(Cl)cc2)[C@@H](C)CN([C@H](C)CO)C(=O)c2cc(NC(=O)CCC(F)(F)F)ccc2O1,3,-5,1,-12,2,-5[16.7 µM],-5,2
C[C@@H]1CCCCO[C@@H](CN(C)C(=O)NC2CCCCC2)[C@@H](C)CN([C@@H](C)CO)C(=O)c2cc(NC(=O)NC3CCCCC3)ccc2O1,8,-5,18,6,-2,11[16.7 µM],6,0
CN(C)c1cccc(C(=O)OCC(=O)c2ccc[nH]2)c1,9,1,-61,-205,-1,-5,-74,-1
CCC(C)c1ccccc1NC(=O)c1cccc(-n2cnnn2)c1 (configuration not stated),-8,0,13,-11,-1,0,-5,-1
CCCCn1c(N)c(N(CCC(C)C)C(=O)C2=NN(c3ccccc3)C(=O)CC2)c(=O)[nH]c1=O,-3,-5,-6,-13,-1,-6,-2,-2
Cc1cccc(C(=O)OC2CCOC2=O)c1O (configuration not stated),-3,5,-16,-8,-2,-4,0,5
C[C@H](CO)N1C[C@H](C)[C@@H](CN(C)CC2CCCC2)Oc2ncc(C#Cc3ccccn3)cc2C1=O,-10,-14,7,8,nt,10[16.7 µM],-1,nt
O=C(O)CSc1cc(C(=O)c2cc(F)ccc2O)cn2c(=O)c3c(-c4ccccc4)csc3nc12,4,3,18,-6,-4,-2,13,33
COCCOC(=O)C1=C(C)NC(=S)NC1c1ccc(OCC(=O)N2CC(C)OC(C)C2)c(OC)c1 (configuration not stated),4,3,16,7,0,-5,-1,-3
Cn1c(SCC(=O)NC2CC2)nnc1-c1ccccn1,3,8,-6,-2,1,-1,7,-2
Cc1nn(Cc2c(F)c(F)c(F)c(F)c2F)c(C)c1NC(=O)c1nn(C)c(C)c1Br,nt,-1,18,3,1,nt,nt,0
C[C@@H]1CN([C@@H](C)CO)C(=O)c2cc(NS(=O)(=O)c3ccc(Cl)cc3)ccc2O[C@@H](C)CCCCO[C@H]1CN(C)S(=O)(=O)c1ccc(F)cc1,-12,-17,20,-21,50,-8[16.7 µM],0,3
O=C(Nc1ccccc1)Nc1ccc2c(c1)[C@@H]1C[C@H](CC(=O)N3CCCCC3)O[C@@H](CO)[C@@H]1O2,-15,nt,5,1,5,0[16.7 µM],0,2
O=C(NCCNS(=O)(=O)c1ccccc1)N1CCOCC1,-5,-14,nt,nt,2,0,nt,nt
CCc1ccccc1NC(=S)N(Cc1cccnc1)Cc1ccco1,nt,3,nt,25,nt,nt,10,-1
O=C(c1cccc(F)c1)N1CCN=C1SCc1cccnc1,-1,-3,1,1,3,5,0,-2
C[C@H]1CN([C@@H](C)CO)C(=O)Cc2cc(NS(=O)(=O)c3cccs3)ccc2O[C@@H]1CN(C)Cc1ccc(C(=O)Nc2ccccc2N)cc1,-4,nt,-38,2,nt,nt,5,0
CC(C)(C)n1nnnc1C(c1ccccc1)N1CCN(c2ncc(C(F)(F)F)cc2Cl)CC1 (configuration not stated),nt,-3,23,5,nt,nt,0,-1
C[C@@H]1CN([C@H](C)CO)C(=O)c2cc(C#CC3(O)CCCC3)cnc2O[C@H]1CN(C)C(=O)Nc1ccc2c(c1)OCO2,1,nt,-5,nt,-1,nt,-13,1
CCc1nnc(NC(=O)C2CCC(CNc3c(N4CCCCC4)c(=O)c3=O)CC2)s1 (configuration not stated),9,1,0,3,-1,nt,8,4
O=S(=O)(c1cccs1)N1CCCCN2[C@H](C1)[C@H](c1ccc(C3=CCCCC3)cc1)[C@@H]2CO,-2,nt,nt,18,-1,-27[16.7 µM],-3,0
Nc1nc(CSc2nc3ccccc3s2)nc(N2CCOCC2)n1,3,-12,-16,1,nt,-5,-12,-3
CNS(=O)(=O)c1cc(NC(=O)CCNC(=O)c2ccco2)ccc1C,2,2,-1,0,0,29,5,-26
COc1ccc(NC(=O)N(C)C[C@H]2Oc3ccc(NC(=O)CCC(F)(F)F)cc3CC(=O)N([C@H](C)CO)C[C@@H]2C)cc1,2,-1,-1,-7,-6,2[16.7 µM],-5,1
Cc1ccc(S(=O)(=O)N(CC(=O)c2ccc(Cl)cc2)C(=O)N2CCN(C)CC2)cc1,6,-2,3,-14,0,-1,0,-3
O=C(c1ccc(F)cc1Cl)N(c1ccccn1)C1CCCCC1,-22,-3,21,-15,nt,-2,3,0
CC1(C)NC(=O)N(CCOCCSc2ccccc2)C1=O,3,nt,-2,nt,nt,-4,-1,-1
COC(=O)C[C@@H]1C[C@@H]2c3cc(NC(=O)c4ccc5c(c4)OCO5)ccc3O[C@@H]2[C@@H](CO)O1,-2,-3,14,5,-5,-1[16.7 µM],-24,-1
CN(C)CC(=O)Nc1ccc2c(c1)[C@H]1C[C@@H](CC(=O)NCc3ccncc3)O[C@H](CO)[C@H]1O2,2,1,-9,-13,12,-1[16.7 µM],-8,-3
O=C(CCSc1ccccc1)Nc1ccccc1C(=O)N1CCCC1,-7,-3,8,10,1,-2,nt,nt
CCNC(=O)[C@@H]1[C@@H](CO)[C@@H]2Cn3c(ccc(C4=CCCC4)c3=O)[C@@H]2N1CC1CC1,2,nt,2,0,-2,-1[16.7 µM],-3,0
Cc1nn(-c2ccccc2)c(C)c1C(=O)Nc1ccc(N2CCOCC2)cc1,nt,-2,-19,-4,nt,nt,-2,1
Cc1ccccc1-n1ncc2c1CC(C)(C)CC2NC(=O)c1snnc1C (configuration not stated),-6,0,1,2,0,-2,nt,0
CCCCN1C(=O)C(CC(=O)NCc2ccco2)CC(C(=O)N(C(C)C)C(C)C)=C1C (configuration not stated),-17,nt,1,1,9,1,-7,5
COc1ccc(-c2csc3nc(-c4ccccc4OC)oc(=O)c23)cc1,-13,nt,11,37,1,-4,-20,1
CCC(C)(C)NC(=O)C(c1ccccn1)N(C(=O)c1csnn1)c1ccccc1 (configuration not stated),-2,nt,-13,-7,nt,nt,-5,1
Cc1cc(C)n2nc(SCc3ccc(F)cc3Cl)nc2n1,10,-3,3,-2,-3,3,-17,-1
COc1ccc(N=C2NC(=O)/C(=C\c3ccco3)S2)cc1,4,-2,-32,-58,-3,0,-27,-3
CCOc1ccc(S(=O)(=O)Nc2ccc(C(=O)NCC(C)(C)N3CCOCC3)cc2)cc1,nt,2,-4,nt,nt,nt,6,-1
Cc1nc2cc(F)ccc2n1C1CCN(C(=O)c2ccc(F)cc2F)CC1,nt,-5,17,20,nt,nt,2,-8
CCCc1cc(=O)oc2cc(OCc3ccc(C(=O)O)cc3)ccc12,1,0,-53,19,0,2,-19,3
Cc1ccc(CC2C(=O)N(c3cc(Cl)ccn3)C(=O)C2C)cc1 (configuration not stated),nt,2,-20,-20,nt,nt,-16,-2
CCN(Cc1ccccc1)S(=O)(=O)c1ccc(C(=O)N(CCCN(C)C)c2nc3c(F)cccc3s2)cc1,1,5,10,15,3,-5,12,6
CCCCNC(=O)c1[nH]c(=O)cnc1-c1ccccc1,-9,-9,-16,-1,-25,-2,6,0
O=C(C[n+]1cc(-c2ccc(Br)cc2)n2c1CCCCC2)c1ccccc1,0,nt,14,75*,nt,nt,15,-17
CCOC(=O)C1=C(C)NC(C)=C(C(=O)OCC)C1C(=O)OCC(=O)NCCc1ccc(S(N)(=O)=O)cc1,13,2,-5,7,7,-7,8,6
O=C(NCc1cccc(Cl)c1)c1ccc(S(=O)(=O)Nc2cccc(C(F)(F)F)c2)cc1,nt,-4,4,9,4,?,nt,nt
COc1ccc(C(C)=O)cc1Cn1nc(C)c([N+](=O)[O-])c1C,-2,-9,5,12,0,-1,1,-3
O=C(COc1ccc(S(=O)(=O)NC2CCCCC2)cc1Cl)Nc1ccc2c(c1)OCO2,-24,-3,8,nt,13,42,nt,nt
Cc1nn(C)cc1CNC(=O)COc1ccc(Cl)cc1Cl,nt,13,nt,0,0,-4,nt,nt
